# IDE act: IDE (human) activation, cell-based; P14735; HEK cells, FAbeta-B cleavage, fluorescence polarization; 0% vehicle, 100% cell-free pure enzyme wells; activation, % at 5.96 µM; actives 0.073% (n = 340,000);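 active = activation above the mean of all tested compounds plus 3 SD, set per screening campaign, cut at about 17% in these data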
# IMP-1 inhibitor: blocks Pseudomonas aeruginosa IMP-1 metallo-beta-lactamase; actives 0.45% (n = 290,000); inhibition, % at 5.6 µM; purified IMP-1, nitrocefin hydrolysis, epi-absorbance fluorescence; AID 1556;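 active = inhibition above the mean plus 3 SD of all compounds in the same screening run, cut at about 4.5% in these data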;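 note: 0% = IMP-1 with DMSO and 100% = DMSO wells lacking enzyme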
#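 Material – recombinant IMP-1 enzyme, purified · Amount – IMP-1 0.2 nM before substrate addition · Medium – HEPES buffer pH 7.1 with ZnSO4 and Brij 35 · Timing – 25 °C, 15 min preincubation, 25 min reaction · Measured by – plate fluorescence quenching by hydrolysis product, ex 480/em 530 nm · Read-out – percent enzyme inhibition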
# NS3 helicase inh: blocks Hepatitis C virus NS3 helicase unwinding | inhibition, % at 10.9 µM | NS3 helicase DNA unwinding, Cy5 molecular beacon fluorescence | AID 1800 | actives 0.56% (n = 290,000);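 active = inhibition above the mean of all tested compounds plus 3 SD, set per campaign, cut at about 35% in these data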;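 note: 0% = DMSO wells and 100% = thioflavine S control wells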
#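 Assay system – hepatitis C virus NS3 helicase domain fragment enzyme · Buffer or medium – MOPS pH 6.5, MgCl2, DTT, Tween20, BSA · Reagent – Cy5/quencher beacon DNA duplex and ATP to start · Compound – single 10.9 µM dose · Timing – 1 h at 25 °C · Technique – Cy5 beacon fluorescence read at start and 1 h · Measure – % inhibition of unwinding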
# DNA FID counter: counter-screen for HCV NS3 helicase inhibitors: DNA intercalator displacement; DNA fluorescent intercalator displacement, fluorescence; inhibition, % at 7.9 µM; actives 0.17% (n = 290,000); in the data active = inhibition above about 37%;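 note: 0% = vehicle and 100% = reference compound; higher means more ethidium bromide displaced from hairpin DNA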
# VIM-2 inhibitor: inhibitors of Pseudomonas aeruginosa VIM-2 metallo-beta-lactamase; purified VIM-2, nitrocefin hydrolysis, epi-absorbance fluorescence; inhibition, % at 5.6 µM; actives 0.89% (n = 290,000); AID 1527;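 active = inhibition above the mean of all tested compounds plus 3 SD, cutoff set per screening run, cut at about 7.5% in these data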;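 note: red hydrolysis product quenches plate fluorescence so inhibitors raise well fluorescence; 0% = enzyme with DMSO and 100% = DMSO without enzyme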
# UBC9 SUMO inh: blocks human SUMOylation mediated by UBC9. inhibition, % at 35 µM. P63279. AID 2006. actives 0.36% (n = 290,000). HTRF SUMOylation assay, SAE1/SAE2 + UBC9, in vitro; in the data active = inhibition above about 50%, passing the limit was not always enough; note: strong numbers were not always called active
# Target sequence (P63279 whole entry, looked up): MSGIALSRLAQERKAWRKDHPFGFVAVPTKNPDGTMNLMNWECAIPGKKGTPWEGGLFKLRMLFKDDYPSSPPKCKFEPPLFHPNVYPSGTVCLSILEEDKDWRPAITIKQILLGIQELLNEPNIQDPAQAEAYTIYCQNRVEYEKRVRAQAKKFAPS
# pCIP destab: compounds decreasing mouse p/CIP protein stability; actives 0.01% (n = 290,000); Q05BA5; F442A p/CIP-EGFP cells, EGFP fluorescence, 16 h; AID 1984; decrease of EGFP signal, % at 10 µM;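 active = EGFP signal decrease of at least 30% at 10 µM or well 3 SD below plate mean, unless failing retest; inactive = the rest, including hits failing retest or dose response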; note: some compounds called inactive have numbers as strong as hits; many of its hits are not listed in these tables
# PHOSPHO1 inh: PHOSPHO1 (human) inhibition. AID 1565. inhibition, % at 13.3 µM. actives 1.1% (n = 290,000). Q8TCT1. recombinant PHOSPHO1, absorbance phosphatase assay; in the data active = inhibition above about 60%
# Target sequence (Q8TCT1 whole entry, looked up): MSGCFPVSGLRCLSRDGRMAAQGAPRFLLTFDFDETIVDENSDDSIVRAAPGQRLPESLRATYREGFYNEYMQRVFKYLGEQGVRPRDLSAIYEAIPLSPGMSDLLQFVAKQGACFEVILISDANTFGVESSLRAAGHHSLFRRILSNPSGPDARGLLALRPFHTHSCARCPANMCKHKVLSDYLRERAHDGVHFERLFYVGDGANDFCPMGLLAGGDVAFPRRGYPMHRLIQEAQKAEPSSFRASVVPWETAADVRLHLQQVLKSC
# MEKK3 PB1 HTS: modulators (inhibitors or enhancers) of MEK5 binding to human MEKK3 PB1 domain. binding response (% of control), % at 10 µM. actives 1.4% (n = 290,000). Q99759. bead-based flow cytometry, Alexa488-MEK5 binding to MEKK3; actives lie on both sides; 0 = blocked by unlabeled MEK5, 100 = vehicle;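 active = binding response more than 3 SD above or below the average of its plate-row segment, actives on both sides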;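 note: Alexa488 bead fluorescence after subtracting the streptavidin-only scavenger bead signal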
# Target sequence (Q99759 whole entry, looked up, the tested form may be a part): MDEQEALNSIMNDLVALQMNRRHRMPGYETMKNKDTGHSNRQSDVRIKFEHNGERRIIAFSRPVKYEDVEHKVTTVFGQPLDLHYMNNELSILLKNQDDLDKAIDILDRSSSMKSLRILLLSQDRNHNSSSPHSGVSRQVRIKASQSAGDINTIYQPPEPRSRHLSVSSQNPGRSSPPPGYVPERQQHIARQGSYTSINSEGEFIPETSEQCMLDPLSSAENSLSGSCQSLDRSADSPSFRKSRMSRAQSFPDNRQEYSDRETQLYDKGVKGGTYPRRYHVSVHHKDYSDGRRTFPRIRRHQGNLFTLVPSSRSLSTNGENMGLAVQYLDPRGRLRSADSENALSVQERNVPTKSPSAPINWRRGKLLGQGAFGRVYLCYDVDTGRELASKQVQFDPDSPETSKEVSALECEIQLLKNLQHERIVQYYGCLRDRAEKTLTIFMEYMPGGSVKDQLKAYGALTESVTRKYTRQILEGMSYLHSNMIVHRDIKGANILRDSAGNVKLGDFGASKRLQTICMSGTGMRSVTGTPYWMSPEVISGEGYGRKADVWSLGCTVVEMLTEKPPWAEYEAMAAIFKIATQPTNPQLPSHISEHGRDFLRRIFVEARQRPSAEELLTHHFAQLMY
# Numbers without * were called inactive; / = not tested or not shown. These rows are one share of the data; rates above refer to the full screens.
Structure,pCIP destab,IDE act,DNA FID counter,MEKK3 PB1 HTS,IMP-1 inhibitor,UBC9 SUMO inh,PHOSPHO1 inh,VIM-2 inhibitor,NS3 helicase inh
Cc1ccc(NS(=O)(=O)c2cccc(C(=O)N/N=C/c3ccc4c(c3)OCCO4)c2)c(C)c1,-17,1,-14,129*,-3.3,-16,-5,-6.1,-22
O=C1C2CC(O)CN2C(=S)N1Cc1ccccc1 (stereo unspecified),-36,/,-2,82,0.6,19,37,2.4,-10
O=C(c1ccc(NC2=NC3CS(=O)(=O)CC3S2)cc1)N1CCN(c2ccc(F)cc2)CC1 (stereo unspecified),-1,2,-16,101,-4.6,20,7,-3.7,-6
N#CCCn1cc(C(N)=O)c(-c2cccs2)n1,-4,5,0,100,-2.4,10,21,-2.9,5
Fc1ccccc1COc1ccc(Br)cc1CNCc1ccncc1,-9,-11,6,91,-1.0,-8,32,-1.2,-9
COC(=O)c1ccccc1NC(=O)CSc1nnc(-c2ccncc2)o1,-27,-5,6,104,-1.5,-1,7,-0.2,0
C=CCOC(=O)C1=C[C@@H](c2cn(C(C)=O)c3ccccc23)C[C@@H](OCCCCO)O1,-5,1,-34,104,-3.4,7,20,0.4,8
O=C(Nc1nnc(CCOCCOCCc2nnc(NC(=O)c3ccco3)s2)s1)c1ccco1,-5,2,-5,101,-5.3,9,58,-2.0,-3
Cc1ccc(C(Sc2ccccc2)C(Cn2cncn2)C(=O)c2ccccc2)cc1 (stereo unspecified),-5,0,-24,98,-2.5,10,14,-5.5,-13
Nc1c(C(=O)NCc2ccco2)sc2nc(N3CCOCC3)c3c(c12)CCCC3,-14,-4,-21,107,0.8,6,92*,7.5,18

# Only PHOSPHO1 inh, for some of the entries so far:
canonical_smiles,PHOSPHO1 inh
COC(=O)c1ccccc1NC(=O)CSc1nnc(-c2ccncc2)o1,7
C=CCOC(=O)C1=C[C@@H](c2cn(C(C)=O)c3ccccc23)C[C@@H](OCCCCO)O1,20

# Next part.
Structure,pCIP destab,IDE act,DNA FID counter,MEKK3 PB1 HTS,IMP-1 inhibitor,UBC9 SUMO inh,PHOSPHO1 inh,VIM-2 inhibitor,NS3 helicase inh
O=C(CSc1n[nH]c(-c2ccccc2)n1)NC1CCCCC1,6,-1,-9,106,-2.1,-22,36,-2.5,4
COc1cc(/C=N/NS(=O)(=O)c2ccc3ccccc3c2)ccc1OCCN1CCOCC1,-6,9,-5,104,-2.5,7,-13,-2.1,-21
Cc1cccc(Nc2ccccc2C(=O)O)c1C,7,5,-18,54,0.9,16,21,1.2,1
Cc1cccc2c3c([nH]c12)CCNC3,2,1,7,101,-0.7,8,13,0.4,-3
CCOC(=O)C(=CNc1ccc(Oc2cccnc2)nc1)C(=O)OCC,-4,1,-23,92,-3.0,9,44,-0.5,-5
CCOc1cc(CNCCc2ccc(S(N)(=O)=O)cc2)ccc1OCC(=O)NC(C)(C)C,-13,4,7,94,-2.7,12,-22,-4.4,1
CC(OC(=O)c1nsc(Cl)c1Cl)C(=O)NC1CCCCC1 (stereo unspecified),10,3,-6,101,0.9,-1,28,1.1,-3
CCC1(C)COC(C)(CC(=O)NNC(=O)Nc2ccccc2)OC1 (stereo unspecified),3,5,-1,99,-1.8,13,12,-0.6,-9
O=c1nc(N2CCCCCC2)nc(N2CCCCCC2)[nH]1,-6,4,-20,102,-2.0,13,0,-1.0,-1
Cc1cc(NC(=O)CCC(=O)N(Cc2ccco2)C(C(=O)NC2CCCC2)c2ccccc2F)no1 (stereo unspecified),-1,4,-40,103,-1.1,2,36,-0.8,1
Cc1nc2c(-c3ccccc3)c(C)nn2c(N)c1-c1ccccc1,-5,0,-6,110,-2.9,0,-17,-3.3,-1
COCCN1CC(C(=O)N2CCC(Oc3ccccc3OC)CC2)CCC1=O (stereo unspecified),-6,0,-11,102,-2.1,6,2,1.0,-1
O=C(CCCC(=O)Nc1cccc(Br)c1)N/N=C/c1cc([N+](=O)[O-])ccc1O,-8,2,0,97,-2.1,-15,43,-5.1,-12
CC(=O)Nc1ccc(C(=O)OCC(=O)c2ccc(F)cc2)cc1,0,-3,-12,97,-0.9,7,18,-1.6,9
Cc1ccc(N(c2ncnc(N)c2[N+](=O)[O-])C2CCCCC2)cc1,-2,3,1,83,-2.9,-4,-5,-1.2,3
N#Cc1ccccc1CSc1nc(N)cc(N)n1,-4,5,-1,98,0.2,14,24,1.5,2
CC1=CC(C)(C)N2C(=O)C3(C(C#N)=C(N)Oc4cc(C)oc(=O)c43)c3cc(C)cc1c32 (stereo unspecified),/,6,-27,99,-2.6,/,/,0.4,-17
O=C(Nc1ccc(Cl)cc1)N1CC=CCC1,-6,-7,0,97,8.1*,0,9,-2.4,-4
Cc1nc2c(Cl)c(C)nn2c2c1CCC2,4,-2,-5,91,-4.0,16,41,5.1,5
C=CCNC(=O)c1ccccc1NC(=O)c1ccccc1SC,-7,4,-6,119,-2.4,8,13,-0.9,-16
Cc1nn(-c2ccccc2)c(Cl)c1/C=N/Nc1nnc(C)c(=O)[nH]1,-14,3,-6,93,-2.3,1,45,-3.3,12
Cn1c(=O)n(C)c2cc3[nH]cnc3cc21,1,1,-6,96,-4.3,-2,/,0.0,3
COc1ccc(CC(=O)OCC(=O)Nc2ccc(Cl)c(S(=O)(=O)N(C)C)c2)cc1,4,-4,-2,110,-0.9,2,32,-1.3,-2
COc1ccc(CCNC(=O)COc2cc(O)c3c(c2)OC(C)(C)CC3=O)cc1,-5,0,-37,100,-3.1,0,29,-0.3,-15
COC(=O)c1ccc(C(=S)N2CCCCC2)cc1,-9,6,-3,107,-0.4,6,56,-0.6,-5
Cn1sc(=O)c2cc(S(=O)(=O)NC3CC3)ccc21,1,/,-2,95,-1.6,11,42,-0.3,7
CC1(C)CC(NC(=O)c2sc3cc(Cl)ccc3c2Cl)CC(C)(C)N1,-12,-1,29,101,-0.6,11,43,-0.6,-33
O=C(NC1=NCCS1)C12CC3CC(CC(C3)C1)C2,-4,0,-6,100,-1.3,14,6,-1.9,-6
CCNC(=S)N/N=C(\C)c1cccc(C(F)(F)F)c1,11,1,-10,101,-2.0,-12,20,-5.0,9
COc1ccc(OCc2nnc3n2N=C(c2ccc(Br)cc2)CS3)cc1,6,6,-13,95,-5.4,12,17,-1.8,4
COCC(=O)N(Cc1ccco1)c1nnc(C2CCOC2)s1 (stereo unspecified),-2,4,-9,114,-1.9,7,-21,-1.0,-3
Cc1c(C)n(Cc2ccccc2)c2ncnc(NN)c12,-19,0,-20,105,-0.3,19,16,2.5,-26
O=C(CN1CCCC1)Nc1cccc(Cl)c1Cl,-6,0,-8,100,-4.2,6,14,-2.1,10
Nc1nc2ccc(C(=O)N3CCCCC3)cc2s1,-8,1,-11,105,0.8,-2,4,-1.6,5
COc1ccc(CCNC(=O)C/C(C)=N/NC(=O)Cc2cccc3ccccc23)cc1OC,8,9,-21,83,-4.2,-8,20,-2.6,-17
O=C(CCN1C(=O)c2ccncc2C1=O)Nc1cc(F)ccc1F,10,4,-1,105,-0.5,7,-23,-3.0,-6
COc1ccccc1N(C)S(=O)(=O)c1ccc(C(=O)NCC(C)C)cc1,-17,1,-17,106,-5.1,-9,8,-2.8,1
COCCC(=O)N1CCC(Oc2ccc(C(=O)NCCCC3CCCC3)cc2)CC1,-23,-2,-53,107,-1.1,1,28,-1.3,31
Cc1ncc(CN2CCCC(C(=O)Nc3ccc(-c4cccc(F)c4)cc3)C2)n1C (stereo unspecified),-9,-2,29,102,0.1,19,18,0.8,-73
COc1ccc(CC(=O)NNS(=O)(=O)c2ccccc2[N+](=O)[O-])cc1OC,-1,-2,0,103,-2.7,2,15,-3.8,-1
O=C(CNC(=O)c1cccs1)N=Nc1c(O)[nH]c2ccc([N+](=O)[O-])cc12,-14,1,15,97,-1.7,16,28,-1.2,2
O=C(Cn1ncc2c3ccccc3n(Cc3ccccc3)c2c1=O)NCCCN1CCOCC1,0,-7,29,99,-3.8,3,58,2.4,-59
O=C(CSc1oc(-c2cccs2)nc1S(=O)(=O)c1ccc(F)cc1)NCC1CCCO1 (stereo unspecified),-15,0,-8,107,-5.5,5,2,-4.8,-3
CCCCC[C@H](O)/C=C/[C@H]1CCC(=O)[C@@H]1CCCCCCC(=O)N1CCCCC1CO (stereo partly specified),1,-1,-48,103,-1.4,-2,-11,-2.6,1
CCCc1nc(SCC(=O)Nc2cc(C)on2)c2ccccc2n1,1,0,-16,99,-1.8,5,-6,-0.5,-2
CCCn1nc(NS(=O)(=O)c2ccccc2)c2cc3ccccc3nc21,-7,4,/,111,/,7,-8,/,/
CC(C)n1c(=S)[nH]c2ccccc21,0,-2,-1,99,-2.5,-1,84*,1.8,-1
CC1(C)Cc2ccccc2C(=C(C#N)C#N)N1,-17,4,3,94,-1.5,6,-4,1.6,-7
O=C(Nc1nccs1)c1ccc(Cl)nc1,3,4,-5,104,-1.4,4,42,0.1,-13
CCOC(=O)NC(CC(=O)O)c1ccc(OC)c(OC)c1 (stereo unspecified),-14,6,2,104,-3.9,4,10,-1.2,7

# The list goes on.
Structure,pCIP destab,IDE act,DNA FID counter,MEKK3 PB1 HTS,IMP-1 inhibitor,UBC9 SUMO inh,PHOSPHO1 inh,VIM-2 inhibitor,NS3 helicase inh
COCCn1c(-c2ccco2)nc2nc3ccccc3nc21,-21,1,-6,/,-0.9,56,-3,1.8,11
Cc1ccc(Cl)cc1N1CCN(S(=O)(=O)c2c(C)noc2C)CC1,3,2,-40,100,-3.1,-6,-16,-3.2,-9
Cc1ccccc1OCc1nnc(SCC(=O)N2c3ccccc3Sc3ccc(Cl)cc32)o1,-10,2,10,103,-1.0,24,16,-3.0,9
O=C(Cc1ccc(Cl)cc1Cl)NCc1cccnc1,-15,6,-5,105,-0.1,5,15,-0.1,-8
N/C(CCS(=O)(=O)c1ccc(Cl)cc1)=N\OC(=O)c1ccccc1Cl,-13,6,-16,95,-2.3,9,34,-0.7,-8
O=C(CS(=O)(=O)Cc1ccccc1)Nc1ccc2c(c1)OCO2,10,7,-9,99,-3.5,-3,-20,-0.1,0
O=C(CC(Nc1cccc(Cl)c1Cl)C(=O)OCC(=O)c1cccs1)c1ccccc1 (stereo unspecified),0,4,0,95,-4.7,0,-6,-0.8,12
O=C(NCc1ccccc1)C1CCN(C(=O)Cc2ccccc2)CC1,5,-2,-12,100,-0.8,2,28,0.2,19
CC1CCC(NC(=O)c2ccc3nc[nH]c3c2)CC1 (stereo unspecified),-8,-3,-1,103,-2.4,15,9,-2.8,6
COC(=O)c1sccc1-n1cc(C#N)c(=O)n(C)c1=O,-4,3,-3,99,-2.4,20,38,-2.6,6

# Screens deposited in PubChem BioAssay by several laboratories.
